Screening data as filed in PubChem BioAssay.
D1 PAM – enhances dopamine response at the human D1 receptor | AID 504651 | potentiation, % at 10 µM | 0.036% of 360,000 active | HEK293 TREx D1 cells, calcium flux, dopamine EC20 potentiation; in the data active means potentiation above about 30%; further: 0% is about no effect
Target sequence (P21728 whole entry, looked up): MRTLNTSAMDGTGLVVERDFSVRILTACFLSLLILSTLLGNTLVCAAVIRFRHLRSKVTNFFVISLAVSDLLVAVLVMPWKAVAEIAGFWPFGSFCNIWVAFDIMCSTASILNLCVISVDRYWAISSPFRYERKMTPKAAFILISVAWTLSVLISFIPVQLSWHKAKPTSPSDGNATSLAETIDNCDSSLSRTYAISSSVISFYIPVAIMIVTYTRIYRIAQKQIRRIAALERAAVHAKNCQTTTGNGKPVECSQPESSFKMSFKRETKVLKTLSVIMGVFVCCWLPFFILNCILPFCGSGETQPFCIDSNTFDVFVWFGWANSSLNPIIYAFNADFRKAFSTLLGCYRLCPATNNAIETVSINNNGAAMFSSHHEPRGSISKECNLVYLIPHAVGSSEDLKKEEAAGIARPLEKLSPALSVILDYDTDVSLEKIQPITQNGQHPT
Vif-APOBEC3F blk – blocks the Vif interaction with APOBEC3F; Potency, µM (titrated, usually from 46.1 µM), for the others: top-dose activity, negative = active; AID 602313; HeLa A3F-eYFP + Vif (tagged APOBEC3F with the HIV-1 protein that degrades it), YFP fluorescence increase; 0.2% of 390,000 active; further: potency means the concentration at half of the fitted maximal effect; % of control where 0% means no effect; nearly all actives have a fitted effect of over 65% in size
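Fluorescence increase (Ex 488/Em 500-530) after overnight compound treatment at 37 deg C flags inhibition of Vif-driven A3F-eYFP loss in stable HeLa A3F-eYFP/Vif cells seeded overnight beforehand.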
D1 antagonist – antagonists of human D1 dopamine receptor | 3.2% of 360,000 active | activity change, negative = inhibition, % at 10 µM | P21728 | AID 504652 | HEK293 TREx D1 cells, calcium flux, dopamine EC80; active compounds read low; in the data active means activity change below about -30%; further: on the % scale 0 is the no-effect control and ±100 the full control effect
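Calcium flux readout: force-coupled, inducible Hek293 Trex D1 line, cells induced overnight at 30 C with tetracycline, dye-loaded 30–90 min at RT. Antagonism scored against EC80 dopamine challenge given 180 s after compound.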
RXFP1 antag – RXFP1 (human) relaxin receptor antagonism | activity change, negative = inhibition, % at 57.5 µM | 0.59% of 350,000 active | HEK293-RXFP1, relaxin-stimulated cAMP HTRF, 30 min; active compounds read low;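 active means activity change of -60% or lower, but not beyond a set lower limit; inconclusive means change between -60% and -40%, or beyond the set limit; inactive means change above -40%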; further: on the % scale 0 is the no-effect control and ±100 the full control effect
Vif-APOBEC3G blk – blocks the Vif interaction with human APOBEC3G; 0.076% of 410,000 active; Q9HC16; HeLa A3G-eYFP + Vif (tagged APOBEC3G with the HIV-1 protein that degrades it), YFP fluorescence, overnight; Potency, µM (highest dose often 46.1 µM), for the others: top-dose activity, negative = active, usual class: inhibitors;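 further: potency means the concentration at half of the fitted maximal effect; on the % scale 0 is the no-effect control and ±100 the full control effect; nearly all actives have a fitted effect of over 60% in size; hits raise eYFP signal because A3G escapes Vif-driven loss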
Target sequence (Q9HC16 whole entry, looked up): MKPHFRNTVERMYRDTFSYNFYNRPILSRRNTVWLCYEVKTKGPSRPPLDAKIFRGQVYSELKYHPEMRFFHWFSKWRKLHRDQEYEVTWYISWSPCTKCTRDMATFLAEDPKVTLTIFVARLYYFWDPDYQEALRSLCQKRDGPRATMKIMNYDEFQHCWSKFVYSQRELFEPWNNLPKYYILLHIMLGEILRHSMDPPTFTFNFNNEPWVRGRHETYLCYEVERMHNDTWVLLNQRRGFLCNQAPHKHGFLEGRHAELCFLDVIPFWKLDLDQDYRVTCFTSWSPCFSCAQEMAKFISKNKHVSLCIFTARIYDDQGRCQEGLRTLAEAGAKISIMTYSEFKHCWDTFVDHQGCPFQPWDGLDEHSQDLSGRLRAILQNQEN
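Read-out is eYFP fluorescence (Ex 488/Em 500-530) from Vif-expressing HeLa A3G-eYFP cells; more signal means A3G escaped Vif-mediated degradation. Cells plated overnight, compound pinned in, incubated overnight at 37 deg C.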
RXFP1 ag – RXFP1 (human) receptor agonism; Q9HBX9; HEK293T-RXFP1 cAMP TR-FRET, 30 min; response scale: percent of porcine relaxin response, buffer zero; Potency, µM (series often up to 57.5 µM), for the others: top-dose activation, usual class: activators; 0.3% of 370,000 active; further: potency means the concentration at half of the fitted maximal effect; on the % scale 0 is the no-effect control and ±100 the full control effect; nearly all actives have a fitted effect of over 60% in size; many of its hits are not listed in these tables
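HEK293 cells stably expressing RXFP1, treated 30 min at 37C with compounds plus PDE4 inhibitor Ro 20174; cAMP measured by HTRF TR-FRET. Normalized to buffer and 29 nM porcine relaxin; EC50 by Hill fit.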
Glioma ERSR ind – ER stress response induction in glioma; U87-MG GRP78 promoter luciferase reporter, 16 h; AID 602332; 0.02% of 420,000 active; Potency, µM, inactives show at the highest dose activation, hits mostly activators; further: potency means the concentration at half of the fitted maximal effect; series mostly up to about 76 µM; % of control where 0% means no effect; nearly all actives have a fitted effect of over 35% in size
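Stably transfected U87-MG glioma cells carrying a GRP78-based luciferase sensor; 16 h compound incubation. Luminescence end-point read 10 min after Bright-Glo addition at room temperature.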
D2 potentiator – D2 dopamine receptor (human) potentiation; HEK293 T-REx D2, calcium flux, EC20 dopamine potentiation; potentiation, % at 10 µM; 0.34% of 340,000 active; AID 485347; P14416;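 active means potentiation over 3 SD above the plate norm, cut at about 30% in these data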; further: 0% is about no effect
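Calcium flux readout, no-wash dye, 1 read/s. Inducible HEK293 Trex D2 line, overnight 30 C. Compound alone 180 s (agonist flags), then EC20 dopamine, another 180 s to score potentiation.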
D1 ag – agonists of human D1 dopamine receptor; HEK293 T-REx D1 cells, calcium flux, agonist mode; 1% of 360,000 active; activation, % at 2 µM; AID 504660; in the data active means activation above about 30%; further: 0% is about no effect
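Tetracycline-induced HEK293 TREx D1 cells, force-coupled to calcium signalling, were dye-loaded with a no-wash calcium kit. Compound was pin-added after a 10 s baseline. Fluorescence was read kinetically at 1 cycle/s for 180 s, with calcium rises flagged as agonism.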
An asterisk follows results filed as active; ? = inconclusive; . = not tested or not shown. Unless noted, the call rests on the fitted dose curve; in most records, active means well fitted curve in the direction sought with a large enough effect; inconclusive means small, poorly fitted or top-dose-only effect, or another doubt; inactive means no such curve, though single readings can be large; an effect the other way counts as inactive or inconclusive. Not all compounds are listed; rates above refer to the full screens.

SMILES	D1 PAM	Vif-APOBEC3F blk	D1 antagonist	RXFP1 antag	Vif-APOBEC3G blk	RXFP1 ag	Glioma ERSR ind	D2 potentiator	D1 ag
COc1ccccc1/C=C/C(=O)OCC(=O)Nc1c(C)nn(-c2ccccc2)c1C	-4	2%	19	3	-3%	0.3%	1%	0	2
COCCCNCCCCOc1ccccc1-c1ccccc1	-8	5%	-37*	-6	-1%	0.0%	-5%	-22	15
CN(Cc1cc2ccccc2[nH]c1=O)C(=O)c1cccs1	5	13%	0	2	2%	1.6%	2%	20	2
O=C(Cc1ccccc1F)Nc1ccc(Cl)nc1	9	2%	-28	1	-3%	-0.4%	7%	-1	4
Cc1ccc2[nH]c3c(=O)n(CCN4CCOCC4)cnc3c2c1	-1	1%	104	4	0%	0.6%	0%	14	29
O=C(O)c1ccc(N/N=C/c2ccnc3ccccc23)cc1	6	-8%	-10	2	-8%	5.7%	-7%	-5	3
Cc1ccc(NC(=O)CCC(=O)N2CCC(C)CC2)c([N+](=O)[O-])c1	-6	-6%	-4	-1	3%	-0.2%	2%	2	4
CN1CCN(c2ccc(NC(=O)c3ccc4ccccc4c3)cc2)CC1	-16	5%	-71*	-9	1%	-0.8%	-15%	-7	10
CCC/C=C/c1ccc(CN2C(C(C)C)C(=O)N(Cc3cn(Cc4ccco4)nn3)CCS2(=O)=O)cc1 (stereo not given)	.	-11%	.	-19	-8%	.	-4%	.	.
Cc1cc(C)cc(NC(=O)N2CCCCCCC2)c1	0	7%	5	-4	1%	-0.5%	-3%	5	2
CCN(CC)S(=O)(=O)c1cccc(C(=O)Nc2ccc(S(=O)(=O)NC3=NCCCCC3)cc2)c1	9	-19%	1	1	2%	2.2%	-5%	-4	5
C=CCn1c(=O)c(C(=O)NCc2ccccc2)c(O)c2ccccc21	0	1%	4	-5	-5%	4.4%	-2%	10	10
COc1ccc(C/C(C)=N/NC(=O)c2ccc(Cl)cc2)cc1	-4	-6%	12	-21	0%	-1.3%	2%	-14	1
Cc1nnc(NC(=O)c2ccc(S(=O)(=O)N3CCOCC3)cc2)s1	-2	1%	3	12	-1%	-0.4%	-4%	20	2
C=CCn1c(COc2ccccc2)nnc1SCC(=O)NCC(=O)OCC	-1	3%	0	-10	2%	0.9%	5%	-2	0
CC1CCc2cc(F)ccc2N1C(=O)CSc1nnc2c(n1)[nH]c1ccc(F)cc12 (stereo not given)	-8	-16%	-37*	22	-10%	1.3%	-2%	-3	13
CC1CCN(C(=O)CN2CCSc3ccccc32)CC1	1	-4%	-3	-4	-1%	-1.3%	-2%	0	3
CCCCCCCN1C/C=C\C(c2ccc(OC)cc2)N(Cc2ccc(F)cc2)C(=O)[C@H]1Cc1ccccc1 (stereo not given in full)	-1	0%	-10	.	2%	0.3%	-1%	12	10
NC(=O)c1ccsc1NC(=O)CSc1nnc(Nc2ccccc2)s1	-4	-7%	-17	-8	7%	-1.2%	-2%	2	1
C/C(N)=C(/C#N)C(=O)CN1CCCCC1	-4	-9%	-15	-5	3%	0.8%	-1%	-6	4
O=C(CCC(=O)Nc1cccc(Cl)c1)N/N=C/c1cc([N+](=O)[O-])ccc1O	0	-2%	15	-15	-2%	-1.9%	-4%	22	1
COC(C(=O)N/N=C(\C)c1ccc(O)cc1)c1ccccc1 (stereo not given)	4	2%	-9	.	1%	0.4%	8%	5	4
CC(C)(C)c1ccc(C(=O)NC(=S)NNC(=O)COc2ccccc2)cc1	-5	-1%	-21	-10	-1%	-0.5%	-2%	-13	21
COc1cc(/C=N/n2nnnc2N)cc(OC)c1OC	0	-3%	36	0	-4%	1.2%	-5%	.	1
COc1ccc(NC(=O)CCc2c(C)nn(-c3ccc(N4CCOCC4)nn3)c2C)cc1	1	2%	-3	8	0%	0.2%	3%	-2	5
Later entries
SMILES	D1 PAM	Vif-APOBEC3F blk	D1 antagonist	RXFP1 antag	Vif-APOBEC3G blk	RXFP1 ag	Glioma ERSR ind	D2 potentiator	D1 ag
O=C1Nc2ccc(S(=O)(=O)NCCC3=CCCCC3)c3cccc1c23	-9	-11%	-37*	8	0%	3.5%	-6%	.	17
Clc1ccc(Sc2ccc(/C=N/n3cnnc3)o2)cc1	-6	0%	12	-3	-7%	-0.1%	-3%	16	5
Cn1c(=O)[nH]c(=O)c2c1nc(CN1CCN(c3ccccc3)CC1)n2Cc1c(F)cccc1Cl	-4	9%	-19	0	2%	-1.2%	-3%	-9	-1
CCc1ccccc1NC(=S)/N=C(\N)Nc1nc(C)c2cc(C)ccc2n1	-10	-24%	-9	.	-16%	-1.2%	-3%	-3	3
O=C(C1CC1)N1CCC(c2nc(-c3ccc(S(=O)(=O)N4CCCC4)cc3)no2)CC1	-6	-8%	-1	-1	-5%	0.0%	-5%	-8	4
Cc1cccc(OCCN2C(=O)c3ccccc3C2=O)c1	-4	2%	.	-1	5%	0.6%	3%	10	-2
COc1ccc(NC(=O)c2csc3c2CCCCC3)cc1	-3	.	5	-15	.	0.1%	.	-1	3
CC(CCN1CCN=C1Nc1ccccc1)c1ccccc1 (stereo not given)	4	1%	3	.	1%	0.7%	-5%	-5	5
CC(=O)N1N=C(c2ccncc2)CC1c1ccccc1O (stereo not given)	-1	-6%	2	-1	-4%	3.6%	-2%	5	2
CC(C)NC(=O)C(C)Oc1ccc(S(=O)(=O)NCc2ccc3c(c2)OCO3)cc1 (stereo not given)	12	17%	-4	-10	-1%	-2.6%	-6%	-4	4
CCS(=O)(=O)Nc1cccc(-c2ccc3nnc(-c4cccnc4)n3n2)c1	-7	6%	-13	14	-8%	?	-1%	-7	6
COc1ccc(-c2nn(C)c(=O)c3ccccc23)cc1NC(=O)COc1ccccc1	5	1%	-4	16	-18%	1.7%	-4%	15	2
COc1ccc(CCNC(=O)CSc2nnc(C(C)N(C)C)n2Cc2ccccc2)cc1OC (stereo not given)	-2	9%	16	-14	-2%	1.6%	-3%	-8	2
CCN(C(=O)c1ccc(NC(C)=O)cc1)c1ccccc1C	5	9%	16	-22	4%	3.9%	-5%	9	0
Cn1c(=O)c(C(=O)COC(=O)c2cc(-c3ccco3)nc3ccccc23)c(N)n(CC2CC2)c1=O	6	.	23	.	.	2.8%	.	8	1
O=S(=O)(NCc1csc(-c2cccnc2)n1)c1cccs1	-4	6%	-9	0	1%	1.7%	-1%	-13	4
CC(c1ccco1)N(C(=O)c1cccs1)c1ccccn1 (stereo not given)	3	0%	-1	-14	0%	-0.4%	-5%	9	2
C=CCNC(=O)c1ccccc1NS(=O)(=O)c1ccc(OC)c(C(=O)N2CCOCC2)c1	-2	-1%	2	-2	-1%	-0.6%	-1%	-1	3
CCOC(=O)c1cc(NC(=O)N2CCOCC2)c(C)nc1C	-8	2%	-3	1	1%	0.5%	-6%	-6	2
CCC12C(=O)C(CC)(C(c3ccccc3)=C1c1ccccc1)[C@@H]1C(=O)N(c3ccc(C)cc3)C(=O)C12 (stereo not given in full)	5	4%	-16	3	1%	1.3%	1%	2	2
CC1(C)Cc2c(sc3nn[nH]c(=O)c23)CO1	-1	0%	-5	-3	-2%	4.3%	-5%	6	3
Cc1ccc(-c2cc(C(=O)N3CCOCC3)c3ccccc3n2)o1	.	1%	.	20	0%	.	4%	.	.
O=C1CSC2(C(=O)N(Cc3ccccc3F)c3ccccc32)N1c1cccc(C(F)(F)F)c1 (stereo not given)	0	0%	-2	.	0%	0.1%	-5%	2	2
CC(=O)CSc1nnc2[nH]c(=O)cc(N)n12	4	1%	-9	-14	0%	-0.3%	-2%	9	7
Cc1sc2ncnc(N3CCN(S(=O)(=O)c4ccccc4)CC3)c2c1C	-9	-8%	-7	-2	-1%	2.2%	-5%	-8	3

Entries from the list above that contain a nitro group on carbon (two):
SMILES	D1 PAM	Vif-APOBEC3F blk	D1 antagonist	RXFP1 antag	Vif-APOBEC3G blk	RXFP1 ag	Glioma ERSR ind	D2 potentiator	D1 ag
Cc1ccc(NC(=O)CCC(=O)N2CCC(C)CC2)c([N+](=O)[O-])c1	-6	-6%	-4	-1	3%	-0.2%	2%	2	4
O=C(CCC(=O)Nc1cccc(Cl)c1)N/N=C/c1cc([N+](=O)[O-])ccc1O	0	-2%	15	-15	-2%	-1.9%	-4%	22	1

(listing goes on)
SMILES	D1 PAM	Vif-APOBEC3F blk	D1 antagonist	RXFP1 antag	Vif-APOBEC3G blk	RXFP1 ag	Glioma ERSR ind	D2 potentiator	D1 ag
Cc1ccc(NC(=O)c2ccccc2-c2ccccc2C(=O)O)cc1	-7	2%	-16	-2	-1%	-0.7%	0%	-8	0
CCN(CC)CCCN1C(=O)C(=O)/C(=C(/O)c2ccc3c(c2)CC(C)O3)C1c1cccnc1 (stereo not given)	-11	.	-3	.	.	3.8%	.	8	2
CC(=O)c1cccc(NC(=O)c2ccc(-n3c(C)nnc3C)cc2)c1	0	1%	17	-3	3%	-1.4%	0%	0	0
COc1ccc(C2CC(C(F)(F)F)n3ncc(C(=O)NCc4cccnc4)c3N2)cc1OC (stereo not given)	-2	0%	-4	-11	1%	3.0%	-4%	15	1
COc1ccc(NC(=O)c2ccccc2C)cc1	-6	2%	-26	2	-2%	-3.3%	-8%	-9	0
CN(C)S(=O)(=O)c1ccc(C(=O)NCCc2ccco2)cc1	10	-3%	-13	-14	1%	-3.9%	-5%	7	2
COc1ccc(Cc2nc(-c3cccs3)no2)cc1OC	-4	4%	-11	.	-1%	1.9%	0%	-10	10
C=CCOC(=O)CCP(=O)(CCC(=O)OCC=C)c1ccccc1	-7	2%	-2	-2	0%	0.5%	-5%	1	2
CC1(C)C(=O)OC(c2cccs2)C(C)(C)C1=O (stereo not given)	1	-1%	-2	0	0%	1.3%	-4%	1	0
NC(=S)N/N=C/c1ccc(/C=N/NC(N)=S)cc1	-3	0%	4	-5	0%	-0.8%	-5%	5	2
CCOC(=O)Cn1cc(C=O)c2ccccc21	-1	-3%	4	-9	-2%	0.9%	-2%	.	-1
COc1ccc(Oc2c(C)oc3c(CN(C)C)c(O)ccc3c2=O)cc1	-4	-2%	2	-4	1%	2.4%	-4%	-8	5
O=C(OCC(=O)N1CCC(Cc2ccccc2)CC1)c1ccccc1F	.	-8%	-6	5	1%	0.1%	1%	-5	22
Cc1ccc(NC(=S)N(CCN(C)C)Cc2cc3cccc(C)c3[nH]c2=O)cc1	-6	6%	-9	1	-6%	1.4%	1%	5	2
COCCCNC(=O)CCc1nnc2ccc(N3CCC(C)CC3)nn12	-2	0%	-19	-1	1%	24%	2%	-1	0
